SENP6 block = SENP6 protease inhibition | Recombinant SENP6 catalytic domain, aminoluciferin luminescence | actives 1.8% (n = 330,000) | AID 2599 | inhibition, % at 10 µM | Q9GZR1;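 active = inhibition above about 50% at the single tested dose, limit read from the data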;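 also: plate controls were DMSO wells with enzyme for no effect and DMSO wells lacking enzyme for full effect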
Target sequence (Q9GZR1 628-1112 limits assumed): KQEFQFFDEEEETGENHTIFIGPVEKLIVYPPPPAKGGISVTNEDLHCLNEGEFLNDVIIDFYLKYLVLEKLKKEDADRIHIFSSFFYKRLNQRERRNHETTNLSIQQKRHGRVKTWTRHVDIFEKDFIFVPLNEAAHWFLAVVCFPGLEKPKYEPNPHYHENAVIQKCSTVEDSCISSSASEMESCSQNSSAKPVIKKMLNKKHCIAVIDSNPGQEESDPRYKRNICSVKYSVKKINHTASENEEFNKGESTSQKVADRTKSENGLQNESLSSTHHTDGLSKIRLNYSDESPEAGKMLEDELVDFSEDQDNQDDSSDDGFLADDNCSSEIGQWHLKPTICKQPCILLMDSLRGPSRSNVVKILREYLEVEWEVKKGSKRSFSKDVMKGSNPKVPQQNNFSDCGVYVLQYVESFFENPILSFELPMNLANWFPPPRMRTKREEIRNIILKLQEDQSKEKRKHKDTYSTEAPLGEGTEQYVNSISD
beta cell repl = MIN6 beta-cell proliferation induction. MIN6 cells proliferation, ATPlite luminescence, 48 h; cells starved in 0.2% serum; 100% = growth in 10% serum. proliferation, % at 10 µM. actives 0.29% (n = 330,000). AID 2380;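 active = compounds whose signal lies at least 3.5 SD above the mean of all wells on their plate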;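 also: 0% = DMSO-treated cells in low-serum medium and 100% = 10% serum control; some compounds called inactive have numbers as strong as hits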
SENP8 block-1 = inhibitors of human SENP8 protease | Q96LD8 | purified SENP8, Z-RLRGG-aminoluciferin cleavage, luminescence | inhibition, % at 10 µM | actives 1.2% (n = 330,000) | AID 2540; in the data active = inhibition above about 50%
Target sequence (Q96LD8 whole entry, looked up): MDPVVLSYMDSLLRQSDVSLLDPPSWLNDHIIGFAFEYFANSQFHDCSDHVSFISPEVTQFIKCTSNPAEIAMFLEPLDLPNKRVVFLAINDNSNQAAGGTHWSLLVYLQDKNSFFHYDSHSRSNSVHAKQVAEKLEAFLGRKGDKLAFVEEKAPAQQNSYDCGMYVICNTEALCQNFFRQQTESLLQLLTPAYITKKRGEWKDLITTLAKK
SENP7 inh = blocks the human protease SENP7; inhibition, % at 5 µM; actives 1.5% (n = 330,000); Q9BQF6; recombinant SENP7, Z-RLRGG-aminoluciferin luminescence, 40 min;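 active = inhibition above about 50% at the single test dose, limit read from the data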;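 also: plate controls were DMSO with enzyme for no effect and no enzyme buffer wells for full effect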
PfGluPho inh = PfG6PD (Plasmodium falciparum) enzyme inhibition; PfGluPho enzyme, NADPH resazurin-diaphorase fluorescence; inhibition, % at 20 µM; actives 0.78% (n = 350,000); AID 504690;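 active = inhibition reaching at least a set limit at 20 µM in the primary screen, cut at about 59% in these data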;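 also: 0% = DMSO wells with substrate and 100% = DMSO wells lacking glucose-6-phosphate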
UBC13 inh = blocks human UBC13 polyubiquitin chain formation | TR-FRET | inhibition, % at 20 µM | actives 0.47% (n = 330,000); in the data active = inhibition above about 45%, passing the limit was not always enough
Target sequence (P61088 whole entry, looked up): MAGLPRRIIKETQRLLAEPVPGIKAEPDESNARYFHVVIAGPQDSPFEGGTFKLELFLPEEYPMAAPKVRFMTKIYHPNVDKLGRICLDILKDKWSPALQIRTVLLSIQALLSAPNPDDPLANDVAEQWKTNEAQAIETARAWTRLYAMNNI
SENP1 inh = blocks the human SENP1 SUMO protease catalytic domain; recombinant SENP1 catalytic domain, CyPet-SUMO1-YPet FRET cleavage; actives 0.21% (n = 360,000); AID 624204; inhibition, % at 10 µM; Q9P0U3;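 active = inhibition at least 30% at 10 µM, raw YFP signal under a set limit, fluorescence ratio 0.5 to 1.5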;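 also: 0% = enzyme with DMSO and 100% = no enzyme wells; some results filed as inactive read as strong as hits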
Target sequence (Q9P0U3 419-644 limits assumed): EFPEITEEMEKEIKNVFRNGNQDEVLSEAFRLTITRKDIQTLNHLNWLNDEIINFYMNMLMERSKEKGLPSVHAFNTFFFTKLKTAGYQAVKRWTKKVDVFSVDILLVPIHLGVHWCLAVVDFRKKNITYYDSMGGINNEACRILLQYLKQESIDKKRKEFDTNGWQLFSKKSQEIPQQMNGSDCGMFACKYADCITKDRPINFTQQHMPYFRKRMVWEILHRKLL
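Controls: no-enzyme wells low, DMSO-plus-enzyme wells high control. Test system: human recombinant His6-tagged SENP1 catalytic domain enzyme. Reagent: SFCypet-SUMO1-SFYpet FRET protein substrate, 25 nM final. Doses: one dose per compound, 10 µM, 0.5% DMSO. Detection: FRET, CFP and YFP emission. Timing: 50 min reaction at room temperature.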
SENP8 block-2 = inhibitors of human SENP8 protease; Q96LD8; recombinant SENP8, Nedd8 substrate fluorescence; inhibition, % at 20 µM; actives 0.64% (n = 360,000); AID 602440; in the data active = inhibition mostly above about 40%, no sharp cut-off; inactive = mostly below about 27%
HKDC1 inhibitor = inhibitors of human hexokinase HKDC1; Q2TB90; recombinant HKDC1, G6PDH/diaphorase resazurin coupled fluorescence; inhibition, % at 20 µM; actives 0.16% (n = 340,000); AID 493160;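 active = inhibition above about 35% when tested at 20 µM, limit read from the data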;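 also: plate controls were DMSO wells with enzyme for no effect and DMSO wells lacking enzyme for full effect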
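Material: recombinant HKDC1 hexokinase; Amount: HKDC1 at 5 µg/mL; Medium: Tris pH 8.0 buffer with MgCl2, Tween-20, BSA, BME; Schedule: 90 min reaction incubation at room temperature, dark; Technique: coupled resazurin fluorescence, excitation 525 nm, emission 613 nm.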
Numbers without * were called inactive; x = not tested or not shown. Rows were taken by chance (roughly 4% active in at least one column).

SMILES	SENP6 block	beta cell repl	SENP8 block-1	SENP7 inh	PfGluPho inh	UBC13 inh	SENP1 inh	SENP8 block-2	HKDC1 inhibitor
CN1CCN(C(c2cccnc2)c2ccc3cccnc3c2O)CC1 (stereo not drawn)	-22	-6	-6	-10	5	-3	3	23	-4
Cc1cc2c(cc1C)CSC(c1ccc(O)cc1)SC2	-9	0	-3	-4	6	0	4	1	-7
COc1cccc(/C=N/N2CCN(C3c4ccccc4-c4ccccc43)CC2)c1O	3	-2	-4	-2	14	2	2	13	8
O=C(NCC1CCCO1)c1cc2cc(Cl)ccc2[nH]1 (stereo not drawn)	19	1	-3	-4	-16	-2	2	17	-1
COc1ccc(-c2csc(NC(=S)NC(=O)c3ccco3)n2)cc1Br	-16	-4	2	1	-11	-12	1	24	-2
CCn1c(COc2ccccc2C)nnc1SCC(=O)N1CCN(c2ccccc2)CC1	3	-1	0	6	-12	4	3	12	-8
Nc1cc(Cl)ccc1Nc1ccncc1	x	x	x	x	2	x	2	8	1
CCOC(=O)C1CCN(S(=O)(=O)c2ccc(Cl)nc2)CC1	6	-1	-5	-2	-9	-12	2	1	-1
CCc1ccc(NC(=O)CS(=O)CC(=O)NCCCc2ccccc2)cc1 (stereo not drawn)	-31	-1	4	0	-10	4	1	28	-8
O=C(CC1NCCNC1=O)Nc1cc(Cl)cc(Cl)c1 (stereo not drawn)	-15	-1	-2	-5	5	-2	2	11	-8

One compound at a time (already shown):
CCc1ccc(NC(=O)CS(=O)CC(=O)NCCCc2ccccc2)cc1 (stereo not drawn) is entered as SENP6 block: -31; beta cell repl: -1; SENP8 block-1: 4; SENP7 inh: 0; PfGluPho inh: -10; UBC13 inh: 4; SENP1 inh: 1; SENP8 block-2: 28; HKDC1 inhibitor: -8
COc1ccc(-c2csc(NC(=S)NC(=O)c3ccco3)n2)cc1Br is entered as SENP6 block: -16; beta cell repl: -4; SENP8 block-1: 2; SENP7 inh: 1; PfGluPho inh: -11; UBC13 inh: -12; SENP1 inh: 1; SENP8 block-2: 24; HKDC1 inhibitor: -2

The listing picks up, repeating the two entries before the break.
SMILES	SENP6 block	beta cell repl	SENP8 block-1	SENP7 inh	PfGluPho inh	UBC13 inh	SENP1 inh	SENP8 block-2	HKDC1 inhibitor
CCc1ccc(NC(=O)CS(=O)CC(=O)NCCCc2ccccc2)cc1 (stereo not drawn)	-31	-1	4	0	-10	4	1	28	-8
O=C(CC1NCCNC1=O)Nc1cc(Cl)cc(Cl)c1 (stereo not drawn)	-15	-1	-2	-5	5	-2	2	11	-8
CCOC(=O)CCCC(=O)N1CCOCCOCCOCC1	-11	-3	-1	5	-7	6	0	4	-6
Cc1ccn2cc(-c3cnoc3C)nc2c1	1	-1	-8	3	17	-3	1	-228	-5
CN(C)S(=O)(=O)N(CC(=O)Nc1ccccc1)c1ccccc1	9	-1	-9	-1	4	-1	2	15	-7
COc1c(F)cccc1C1=CC(=O)C[C@H](c2ccc3c(c2)OCO3)C1	-8	-6	1	3	4	6	3	3	0
CC(NS(C)(=O)=O)C(c1cccs1)N1CCN(C)CC1 (stereo not drawn)	-3	3	-1	-1	-22	6	3	3	-8
O=C(c1ccco1)N1CCC(c2nc3ccccc3[nH]2)CC1	-8	1	-2	3	8	3	0	3	0
CC(C)(C)N(Cc1cc2ccccc2[nH]c1=O)C(=O)C1CCCCC1	-8	0	-6	3	-17	4	1	-39	1
CCC(NC(=O)NCc1ccc2c(c1)OCO2)(C(F)(F)F)C(F)(F)F	5	-2	0	-1	3	-2	1	5	0
Cn1c(=O)c2c(nc(CN3CCCCC3)n2CCc2ccccc2)n(C)c1=O	16	-1	-9	-2	-14	8	2	32	-5
CC(O)[C@H]1CN=C(N)N1CC1CCCCC1 (stereo partly drawn)	-18	-3	-8	9	1	-2	1	15	0
CCOC(=O)C1=c2s/c(=C\c3cccnc3)c(=O)n2C(N)=C(C(=O)OC)C1c1cccnc1 (stereo not drawn)	-11	3	-4	-8	-12	-4	3	18	2
CC(C)C[C@@H](CN=[N+]=[N-])N1CCN(CC(C)C)CCC1=O	5	-1	4	-6	-7	6	-3	6	4
Cc1nnc(SCC(=O)NCc2ccccc2)n1-c1ccccc1	-9	0	-5	-7	-7	-4	4	18	-6
Cc1ccc(NC(=S)N(CCN(C)C)C(C)c2cccnc2)c(C)c1 (stereo not drawn)	3	4	-2	5	-5	11	1	7	-2
CC(=O)c1c(C)[nH]c(C(=O)Nc2ccc(C)c(S(=O)(=O)N(C)C)c2)c1C	x	x	x	x	1	x	1	-18	1
Fc1ccc(C2=Nc3cccc4cccc(c34)N2)cc1	-4	-5	-10	-8	10	-50	-8	11	7
COc1ccc(-n2nnnc2SCC(=O)c2ccc3c(c2)OCCO3)c(OC)c1	9	0	1	-3	4	-8	1	15	-4
COc1cc(OC)c(C2=NOC(C(=O)N3CCN(C(=O)c4ccco4)CC3)C2)cc1Cl (stereo not drawn)	-3	-2	-2	5	-1	7	2	-1	-1
CC(=O)NC(Cc1ccc(F)cc1)C(=O)NC1CCN(c2nnnn2-c2ccccc2)CC1 (stereo not drawn)	-13	-1	6	3	-11	6	2	11	5
CC(C)N(C(=O)[C@H]1C[C@H](CC(=O)NCc2ccco2)C(=O)N2CCc3c([nH]c4ccc(Cl)cc34)[C@]12C)C(C)C	x	x	x	3	27	x	2	18	6
CCOc1ccc(C2C(C(=O)O)c3ccccc3C(=O)N2CCN2CCOCC2)cc1 (stereo not drawn)	-8	-2	3	-2	-5	0	2	2	-2
Cc1cccc(N=CC=C2OC(C)(C)C(C)(C)O2)c1	3	0	3	-5	3	10	-31	-87	-9
COC(=O)c1c(NC(=O)CN2CCN(S(=O)(=O)c3ccccc3[N+](=O)[O-])CC2)sc2c1CCC(C)C2 (stereo not drawn)	-9	-2	0	7	9	-4	0	-9	16
Cc1ccc(N(C(=O)Cc2c[nH]c3ccccc23)C(C(=O)NC2CCCCC2)c2ccco2)cc1 (stereo not drawn)	-16	-6	6	1	1	-13	-1	4	1
OCC1(Cc2ccccc2F)CCCN(Cc2c(F)ccc(F)c2F)C1 (stereo not drawn)	15	-3	-9	11	-6	0	-3	13	2
COc1ccc(-c2ccc3nnc(SCC(N)=O)n3n2)cc1	11	-2	-6	-6	5	1	1	-349	-9
O=C(NCCc1ccccc1)c1ccc(Cl)c([N+](=O)[O-])c1	-8	-2	7	9	3	8	2	8	-7
CC(=O)c1ccc(-n2cc(C#N)c(=O)[nH]c2=O)cc1	11	-1	-4	-2	-4	2	-4	3	-1
Cc1ccc(-c2n[nH]c(=S)nc2-c2ccc(C)cc2)cc1	x	x	x	x	14	x	-2	14	1
O=[N+]([O-])c1cccc(-c2ccc(/C=N/n3c(-c4ccccc4)n[nH]c3=S)o2)c1	x	x	x	x	2	x	3	19	-7
CCOC(=O)c1c(-c2ccccc2)csc1NC(=O)/C(C#N)=C/c1ccc(OC)c(OC)c1	-8	-6	-5	-4	4	-23	-23	-58	-6
CN(C)c1nc2c(N)ncnc2n1C1OC(CO)C(O)C1O (stereo not drawn)	x	x	x	x	-13	x	-1	20	-3
COc1ccc(-c2csc(NC(C)c3nc4cc(C(=O)NCCCO)ccc4n3Cc3ccc(C)cc3)n2)cc1 (stereo not drawn)	-15	-8	5	-2	12	53*	-6	-40	2
O=C(CN1C(=O)C(=O)N(Cc2ccccc2)C1=O)Nc1ccc(OC(F)F)cc1	0	0	-3	1	-14	0	1	23	-2
COc1ccc(-c2sc3ccccc3c2/C=C/c2ccc(N)cc2)cc1	4	-6	2	3	23	8	-30	-490	9
CC1(C)c2[nH]c3ccccc3c2C[C@@H]2C(=O)N(Cc3ccc(F)cc3)C(=O)N21	-14	-8	-10	-2	14	-9	-83	-10	8
CCN(c1cccc(C)c1)S(=O)(=O)c1nnc(NC(=O)c2ccco2)s1	1	-6	1	7	-29	-9	2	-137	3
O=C(O)c1cc(-c2ccc(Cl)cc2)n[nH]1	-21	-1	-10	-2	-19	4	2	16	-8
O=C(CNC(=O)c1ccccc1)NCCO	-2	-1	-2	0	-17	-3	1	-2	-10
CN(C(=O)c1ccc(NC(=O)Cc2cccc(NC(=O)C3CCCN(C(=O)c4ccccc4)C3)c2)cc1)C1CC1 (stereo not drawn)	x	x	x	x	-3	x	0	5	-6
CCN(CC)c1ccc(NC(=O)c2cncc(Br)c2)cc1	19	-3	-11	14	34	-3	5	35	3
O=C(Nc1ccc(F)cc1F)c1ccc(-n2cccn2)c([N+](=O)[O-])c1	12	-1	1	10	29	3	-1	3	-6
CC1CN(c2ncnc3c2c(-c2ccccc2)cn3-c2ccc(F)cc2)CC(C)O1 (stereo not drawn)	-16	-6	-5	-8	21	-7	3	-13	4
COc1ccccc1C(=O)NC(=O)COC(=O)/C(=C/c1ccccc1)NC(C)=O	-2	4	-2	-1	-2	2	1	3	-5
Cc1ccc2nc(Nc3nc(-c4ccccc4)cc(=O)[nH]3)nc(C)c2c1	-10	-4	-10	-5	-1	-7	-3	-11	0
O=C1C=C(c2cc3ccccc3s2)C[C@@H](c2ccc3c(c2)OCO3)C1	6	-3	-12	-1	-4	-16	0	12	-4
CN(CC(=O)Nc1ccc(Cl)c(C(F)(F)F)c1)C(=O)c1ccc2c(c1)NC(=O)CS2	-2	-6	4	10	23	12	2	2	-1
CN(C)CCNC(=O)C1CC(=O)N(c2ccc(F)c(Cl)c2)C1 (stereo not drawn)	-18	0	-3	0	-7	4	0	2	-3
Oc1ccc(/C=N/Nc2cc(N3CCOCC3)nc(N3CCOCC3)n2)cc1O	24	-3	-1	14	7	4	-7	-98	9
CC(C)N1CCN(Cc2nc3ccccc3s2)CC1CCO (stereo not drawn)	-5	-3	-7	-3	-2	-25	-4	-2	-8
Next section:
SMILES	SENP6 block	beta cell repl	SENP8 block-1	SENP7 inh	PfGluPho inh	UBC13 inh	SENP1 inh	SENP8 block-2	HKDC1 inhibitor
O=C(OCCCc1ccncc1)c1ccc(S(=O)(=O)N2CCOCC2)cc1	-18	-1	-5	-2	-4	8	-1	-2	-10
O=C(CSC(=S)N1CCOCC1)Nc1nc(=O)c2ccccc2s1	8	-3	3	11	x	-6	x	x	x
O=C(O)CC(NCc1ccco1)C(=O)Nc1cccc(O)c1 (stereo not drawn)	4	-1	6	2	-10	0	-1	12	-9
COc1cc(C2Nc3ccccc3C(=O)N2NS(C)(=O)=O)ccc1O (stereo not drawn)	6	-3	-7	-8	3	-1	0	-387	-2
CC(C)(C)CC(=O)Nc1nnc(C(F)(F)F)s1	37	-1	0	1	21	8	0	16	-1
O=C(OCc1cc([N+](=O)[O-])cc2c1OCOC2)c1cccnc1SC(F)F	-13	-1	-9	-5	13	-4	0	18	-5
CC(C)CCNC(=O)Cc1ccccc1[N+](=O)[O-]	4	-2	10	1	-14	3	-2	1	-12
Cc1ccc(NNC(=O)c2ccno2)cc1Cl	1	-4	-4	6	-4	2	-1	6	-2
CCOC(=O)C1=C(N)OC2=C(C(=O)CCC2)C1c1cccs1 (stereo not drawn)	-1	-2	-4	6	41	0	0	4	4
COc1ccc(-n2nnnc2-c2cnc3cc4c(cc3c2C)OCO4)cc1	-5	-1	-8	-4	-4	-4	2	-65	3
COc1ccccc1C(=O)NC(=O)COC(=O)c1ccc(C)o1	-6	-2	-7	2	-1	4	1	-4	0
CCCOC(=O)CSc1nc(N)c(C#N)c(CC)c1C#N	7	0	-10	6	-7	9	-1	-94	0
COc1ccc(OCc2nn3c(-c4ccccn4)nnc3s2)cc1	-4	0	-6	-3	1	-10	0	7	-3
O=C(CSc1nc2ccccc2[nH]1)N/N=C/c1ccco1	-20	0	-2	0	-1	-8	1	12	2

Assay outcomes as filed in PubChem.
